Assay outcomes deposited in PubChem by Sanford-Burnham Center for Chemical Genomics.
SENP8 block-1: inhibitors of human SENP8 protease; Q96LD8; recombinant SENP8, Nedd8 substrate fluorescence; inhibition, % at 20 µM; hit rate 0.64% among 360,000; AID 602440; in the data active = inhibition mostly above about 40%, no sharp cut-off; inactive = mostly below about 27%
Target sequence (Q96LD8 whole entry, looked up): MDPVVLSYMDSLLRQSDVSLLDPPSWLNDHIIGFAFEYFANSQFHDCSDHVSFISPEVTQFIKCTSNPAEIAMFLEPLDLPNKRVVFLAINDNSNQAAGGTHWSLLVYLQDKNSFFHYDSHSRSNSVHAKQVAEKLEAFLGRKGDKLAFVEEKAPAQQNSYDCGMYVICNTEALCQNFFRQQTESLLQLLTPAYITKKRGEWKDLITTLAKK
SENP6 inh: blocks the human protease SENP6; Recombinant SENP6 catalytic domain, aminoluciferin luminescence; inhibition, % at 10 µM; hit rate 1.8% among 330,000; AID 2599;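 active = inhibition above about 50% at the single tested dose, limit read from the data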;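 also: plate controls were DMSO wells with enzyme for no effect and DMSO wells lacking enzyme for full effect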
SENP1 FRET inh: inhibitors of human SENP1 SUMO protease catalytic domain | inhibition, % at 10 µM | recombinant SENP1 catalytic domain, CyPet-SUMO1-YPet FRET cleavage | hit rate 0.21% among 360,000 | Q9P0U3;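 active = inhibition at least 30% at 10 µM, raw YFP signal under a set limit, fluorescence ratio 0.5 to 1.5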;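 also: 0% = enzyme with DMSO and 100% = no enzyme wells; some results filed as inactive read as strong as hits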
Target sequence (Q9P0U3 419-644 limits assumed): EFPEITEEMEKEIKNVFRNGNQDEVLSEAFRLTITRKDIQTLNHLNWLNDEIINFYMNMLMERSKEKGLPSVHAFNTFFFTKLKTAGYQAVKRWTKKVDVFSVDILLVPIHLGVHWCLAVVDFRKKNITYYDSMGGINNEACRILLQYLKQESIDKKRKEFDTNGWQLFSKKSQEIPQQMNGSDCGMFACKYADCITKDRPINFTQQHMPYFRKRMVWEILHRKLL
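Compound: 10 µM single point, 0.5% DMSO; Test system: hSENP1 catalytic domain, recombinant; Timing: 50 min reaction at room temperature; Technique: FRET, CFP and YFP emission; Control set: no-enzyme wells low, DMSO-plus-enzyme wells high control.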
A3G deaminase: inhibitors of human APOBEC3G DNA deaminase | Q9HC16 | recombinant A3G, ssDNA deamination FAM/TAMRA fluorescence | inhibition, % at 20 µM | hit rate 0.28% among 330,000;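 active = inhibition of at least 40% at 20 µM, with no more than 30% in the related APOBEC3A deaminase screen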;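 also: plate controls were DMSO wells with A3G for no effect and wells lacking A3G enzyme for full effect; some compounds called inactive have numbers as strong as hits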
Target sequence (Q9HC16 whole entry, looked up): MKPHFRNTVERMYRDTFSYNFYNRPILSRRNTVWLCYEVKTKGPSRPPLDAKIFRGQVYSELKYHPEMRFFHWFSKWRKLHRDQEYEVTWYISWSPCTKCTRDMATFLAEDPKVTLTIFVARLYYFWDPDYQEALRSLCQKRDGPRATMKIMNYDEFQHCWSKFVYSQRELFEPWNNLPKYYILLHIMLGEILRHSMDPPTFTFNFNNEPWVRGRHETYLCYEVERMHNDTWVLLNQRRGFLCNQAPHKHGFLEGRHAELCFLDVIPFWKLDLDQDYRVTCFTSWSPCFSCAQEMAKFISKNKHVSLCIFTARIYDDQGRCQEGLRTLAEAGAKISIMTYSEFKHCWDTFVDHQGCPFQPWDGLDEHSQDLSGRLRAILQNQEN
Apaf1 inhib: human Apaf-1 inhibition; O14727; reconstituted apoptosome caspase-3 activity, DEVD-Rh110 fluorescence; inhibition, % at 20 µM; hit rate 0.71% among 330,000; active = inhibition of at least 40% at 20 µM;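 also: plate controls were DMSO wells for no effect and DEVD-CHO caspase inhibitor wells for full effect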
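Material: reconstituted apoptosome with Apaf-1, cytochrome c, caspase-9, procaspase-3, dATP; medium: pH 7.5 Hepes buffer with CHAPS, BSA, DTT; also added: cytochrome c and DEVD-Rh110 substrate; timing: 30 min plus 50 min, RT; signal: Rh110 fluorescence intensity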
SENP8 block-2: blocks the human protease SENP8 | Q96LD8 | purified SENP8, Z-RLRGG-aminoluciferin cleavage, luminescence | inhibition, % at 10 µM | hit rate 1.2% among 330,000 | AID 2540; in the data active = inhibition above about 50%
UBC13 polyUb: inhibitors of human UBC13 polyubiquitin chain formation; TR-FRET; inhibition, % at 20 µM; hit rate 0.47% among 330,000; AID 485273; in the data active = inhibition above about 45%, passing the limit was not always enough; inconclusive = no clear call, values can overlap the other calls
Target sequence (P61088 whole entry, looked up): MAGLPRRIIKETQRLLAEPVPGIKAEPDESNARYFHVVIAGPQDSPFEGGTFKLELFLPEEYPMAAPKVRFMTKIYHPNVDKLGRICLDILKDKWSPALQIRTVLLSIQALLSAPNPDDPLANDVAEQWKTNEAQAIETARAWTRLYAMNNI
SENP7 inh: SENP7 protease inhibition; recombinant SENP7, Z-RLRGG-aminoluciferin luminescence, 40 min; inhibition, % at 5 µM; hit rate 1.5% among 330,000; AID 434973;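 active = inhibition above about 50% at the single test dose, limit read from the data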;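 also: plate controls were DMSO with enzyme for no effect and no enzyme buffer wells for full effect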
* marks the source's active call; other numbers are inactive results; ? = inconclusive.

SMILES	SENP8 block-1	SENP6 inh	SENP1 FRET inh	A3G deaminase	Apaf1 inhib	SENP8 block-2	UBC13 polyUb	SENP7 inh
CCOC(=O)c1ccc(S(=O)(=O)NC2CCC(C)CC2)cc1 (stereo not drawn)	14	14	2	-5	12	-2	-1	2
COc1ccc(-c2nc(NC(=O)C3CC(=O)N(c4ccc5c(c4)OCCO5)C3)sc2C)cc1 (stereo not drawn)	-4	-5	-3	-2	3	4	3	5
O=S(=O)(c1ccccc1)C1Cc2ccccc2C1Cl (stereo not drawn)	13	8	2	-1	-6	-2	1	-5
Cc1cc(=O)n2nc(N3CCCC(C(=O)NCc4ccc5c(c4)OCO5)C3)sc2n1 (stereo not drawn)	14	7	-2	-2	7	-1	-4	8
COc1ccccc1-n1c(CNC(=O)c2ccccc2)nnc1SCC(=O)Nc1nnc(C)s1	13	2	5	-5	-15	9	-2	3
Cc1ccc(-n2c(N)c(C(=O)N3CCN(C)CC3)sc2=S)cc1	16	-15	2	46*	-15	-10	3	-7
CCn1c(=O)c(C(=O)NCCCO)c(O)c2ccccc21	-19	-2	-1	-1	7	0	10	2
CC(NC(=O)c1ccc(S(C)(=O)=O)cc1)c1cccc2ccccc12 (stereo not drawn)	-3	-34	0	9	7	-5	-7	-2
O=c1c2ccccc2nc(/C=C/c2c[nH]c3ccccc23)n1CCO	-183	3	-36	-6	-5	0	3	0
CCOC(=O)c1ccc(NC(=S)Nc2ccc3[nH]c(=O)[nH]c3c2)cc1	-19	3	-23	-8	-8	-8	-4	-8
COc1ccccc1NCCC(=O)OCC(=O)Nc1ccccc1F	6	11	2	-5	-6	6	2	-2
O=C(NC(=S)N1CCCCCC1)c1ccc(Cl)cc1Cl	5	-10	-3	-2	-8	2	13	-1
CCOP(=O)(OCC)c1cccc(P(=O)(c2ccccc2)c2ccccc2)c1O	-197	-37	2	0	4	4	17	-2
COC(=O)c1ccc(COc2ccc(-c3nnn(CC(=O)NC(C)(C)C)n3)cc2)cc1	9	-5	0	-8	-2	6	-1	6
Cc1c(OC(C)C(=O)NCCN2CCOCC2)ccc2c3c(c(=O)oc12)CCCC3 (stereo not drawn)	-98	-15	-3	-3	2	-2	4	3
CCCCc1cc(=O)oc2c(C)c(OCC(=O)NCCN3CCOCC3)ccc12	-84	-15	1	-11	4	-9	-6	-13
COc1ccc(NC(=O)C2CCN(S(=O)(=O)c3ccc4c(c3)NC(=O)CO4)CC2)cc1	1	-21	0	-1	-4	0	2	-9
Nc1nnnn1N=C1CCCCC1	15	-5	-1	5	-4	1	4	6
Clc1cccc(Cl)c1-c1noc(-c2ccno2)n1	18	-1	-2	-8	-3	-5	12	5
Cc1c([N+](=O)[O-])cc(S(=O)(=O)Nc2ccc(-c3ccc(N4CCCC4)nn3)cc2)cc1[N+](=O)[O-]	23	2	1	-1	21	8	-31	3
CC(=O)Nc1cccc(Oc2ccc3c(c2)C(=O)NC3=O)c1	14	2	1	-9	-5	-8	1	2
O=C(NC12CC3CC(CC(C3)C1)C2)c1ccc(-c2ccc(Cl)cc2)o1	17	-19	0	1	28	-3	2	1
COc1ccc([C@H]2CC(=O)C=C(c3ccc(Oc4ccccc4)cc3)C2)cc1OC	17	16	7	0	26	-3	5	9
CCCCCC(=O)N/N=C(\C)c1ccc(N2CCCCC2)cc1	-27	-28	0	-2	-2	-11	7	5
O=C(CN1CCN(C(=O)c2cccs2)CC1)Nc1ccc(Br)cc1	15	-10	0	-3	6	-9	-14	-6
COCCCNC(=O)CN(c1cccc(Cl)c1)S(C)(=O)=O	6	0	1	-4	10	-9	-4	-4
O=C1NC(c2ccccc2)CCC1(Cl)Cl (stereo not drawn)	14	-8	5	-3	-2	0	6	7
CC1(Cc2cn(CCC#N)c3ccccc23)OCCO1	20	-6	0	-2	-2	-4	4	-8
CCOC(=O)N1CCN(C(=S)Nc2cccc(C)c2C)CC1	16	-6	2	-10	12	-3	-4	-26
COc1cc2[nH]c(=S)n(NC(=O)c3ccccc3)c(=O)c2cc1OC	7	-4	1	-3	-3	0	?	1

Full records, looked up by structure. Screens in order: SENP8 block-1 | SENP6 inh | SENP1 FRET inh | A3G deaminase | Apaf1 inhib | SENP8 block-2 | UBC13 polyUb | SENP7 inh
`COc1ccc(-c2nc(NC(=O)C3CC(=O)N(c4ccc5c(c4)OCCO5)C3)sc2C)cc1` (stereo not drawn) in the list: -4 | -5 | -3 | -2 | 3 | 4 | 3 | 5
`CC1(Cc2cn(CCC#N)c3ccccc23)OCCO1` in the list: 20 | -6 | 0 | -2 | -2 | -4 | 4 | -8
`Cc1c([N+](=O)[O-])cc(S(=O)(=O)Nc2ccc(-c3ccc(N4CCCC4)nn3)cc2)cc1[N+](=O)[O-]` in the list: 23 | 2 | 1 | -1 | 21 | 8 | -31 | 3

Going on with the list.
SMILES	SENP8 block-1	SENP6 inh	SENP1 FRET inh	A3G deaminase	Apaf1 inhib	SENP8 block-2	UBC13 polyUb	SENP7 inh
COc1ccc(CCC(=O)NCCc2ccc(Cl)cc2)cc1	3	-16	0	-7	6	1	1	3
CCOc1ccc(NC(=O)COC(=O)c2cccnc2)cc1	9	5	0	-12	-1	-4	-9	0
Cc1ccc(C(O)c2nc3ccccc3n2C(C)C)cc1 (stereo not drawn)	22	-11	0	-3	19	-6	3	-4
CN(C)c1ccc(C(CNC(=O)c2ccc(C#N)cc2)c2c[nH]c3ccccc23)cc1 (stereo not drawn)	8	-3	-2	-2	18	-7	-3	4
CCOc1ccccc1NS(=O)(=O)c1ccc2[nH]c(=O)[nH]c2c1	11	-21	2	-3	-15	4	-1	2
CCn1c(SCc2ccccc2)nnc1-c1ccc(S(=O)(=O)N2CCCCC2)cc1	8	-29	0	-3	24	-2	-4	-6
C=Cn1cc[n+](CC(=O)c2ccc(Br)s2)c1	-14	-5	0	0	5	2	0	-1
O=C(CN1C(=O)NC(Cc2ccccc2)C1=O)Nc1ccc(F)cc1 (stereo not drawn)	20	-1	1	10	9	5	0	-4
CC(=O)Nc1cc2c(=O)n(Cc3ccccc3)c(C)nc2cc1N1CCOCC1	-226	-8	-22	-2	-6	-4	3	0
Cc1ccccc1C(=O)N1CCC(C(=O)OCC(=O)Nc2cccc([N+](=O)[O-])c2C)CC1	22	1	3	-3	0	-8	-5	-8
CCCC1=Nc2cc(C(=O)N3CCN(c4ccccn4)CC3)ccc2Sc2ccc(C)cc21	18	-6	1	-7	12	-1	-9	-1
NC1=NC[C@@H](Cc2ccc(O)cc2)N1CCC12CC3CC(CC(C3)C1)C2	12	-9	0	-5	19	2	15	5
CCOc1cc(C(=O)NC(=S)Nc2ccc(Cl)c(C(=O)O)c2)cc(OCC)c1OCC	19	-26	0	-6	0	0	5	2
COc1ccc(NC(=S)N2CCC(C(O)(c3ccccc3)c3ccccc3)CC2)cc1	17	0	0	-5	12	1	-1	-2
COc1cc(/C=C2\SC(=S)N(CC(=O)O)C2=O)ccc1OS(=O)(=O)c1ccc(C)cc1	6	-14	7	-10	11	9	-14	-17
CN1CCN(c2ccc(CNS(=O)(=O)c3ccc(Cl)cc3)cc2)CC1	15	-3	-1	-8	-8	8	5	1
COc1cc2c(cc1NC(=O)CCCCCN1C(=O)CCC1=O)oc1ccccc12	-14	-1	1	-5	-6	-9	-5	-4
Cc1ccc2nc(N3C(=O)C(O)=C(C(=O)c4cc5ccccc5o4)C3c3cccs3)sc2c1 (stereo not drawn)	-85	88*	-39	-4	27	68*	-16	78*
CCOC(=O)c1c(S(=O)(=O)Nc2ccc(CN3CCC(C)CC3)cc2)c(C)n(C)c1C	11	-4	2	-5	-6	-6	-3	-9
O=S(=O)(Nc1ncccn1)c1ccc(NC(=S)NCc2cccnc2)cc1	1	-5	1	-5	-3	-7	-2	-3
O=C(c1sc2ccccc2c1Cl)N(Cc1ccco1)C1CCS(=O)(=O)C1 (stereo not drawn)	13	5	3	-5	0	-9	18	-4
Cn1c(SCC(N)=O)nnc1C1CCN(C(=O)NCc2ccccc2)CC1	13	-14	0	-4	-10	-5	2	7
COCCNC(=O)C(C(=O)c1ccc(F)cc1)n1cc(C)ccc1=O (stereo not drawn)	6	-5	3	-2	-17	1	-5	-4
COc1ccc(Cn2c(=S)[nH]c3cc(C(=O)NCc4cccnc4)ccc3c2=O)cc1	8	-11	-1	-9	-3	-4	-2	-11
CCOC(=O)N1CCN(C(=O)c2ccc(Oc3ccc([N+](=O)[O-])cc3)cc2)CC1	20	2	3	-8	-2	-1	-11	-2
COc1ccc(/C=C/C(=O)O)cc1S(=O)(=O)NCc1ccccc1	10	12	-1	-1	-23	3	11	-8
COc1ccc(OC)c(NC(=O)c2cc3sccc3n2C)c1	-38	-19	-18	-3	11	-3	-2	-12
CN1C(=O)N(CC(=O)Nc2sccc2C(N)=O)C(=O)C12CCCCC2	-21	10	-8	-8	3	-10	-8	-8
CCC1Sc2ccccc2N(CC(=O)NCc2ccc3c(c2)OCO3)C1=O (stereo not drawn)	16	-13	2	3	-6	-2	-2	5
Cc1cccc(NC(=O)CSc2nnc(CNC(=O)c3ccc(S(=O)(=O)N(C)C)cc3)n2-c2cccc(C)c2)c1	13	-9	1	-5	13	-6	4	12

Taken from above.
In SENP7 inh, COc1ccccc1-n1c(CNC(=O)c2ccccc2)nnc1SCC(=O)Nc1nnc(C)s1 has the entry 3
In UBC13 polyUb, CC(=O)Nc1cc2c(=O)n(Cc3ccccc3)c(C)nc2cc1N1CCOCC1 has the entry 3
In SENP7 inh, CC(=O)Nc1cccc(Oc2ccc3c(c2)C(=O)NC3=O)c1 has the entry 2

The list goes on:
SMILES	SENP8 block-1	SENP6 inh	SENP1 FRET inh	A3G deaminase	Apaf1 inhib	SENP8 block-2	UBC13 polyUb	SENP7 inh
CCN1CCCC(Sc2nc3c([nH]2)c(=S)n(C)c(=O)n3C)C1 (stereo not drawn)	-95	18	-6	-1	5	5	-1	-1
CC1CCN(S(=O)(=O)c2ccc(Cl)cc2)CC1	8	1	1	-6	-12	0	4	-6
CC(=O)C1=C(O)C(=O)N(Cc2cccnc2)C1c1ccc(O)cc1 (stereo not drawn)	17	1	2	-7	8	9	0	6
O=C(Nc1cc(S(=O)(=O)N2CCOCC2)ccc1Cl)C(=O)c1c(-c2ccccc2)cc2ccccn12	34	-6	2	1	20	1	-2	2
Cc1cc2nc(C)c(Cl)c(=O)n2[nH]1	-26	0	1	-3	-2	-3	-1	-7
O=C(NCc1ccco1)c1ccc2snnc2c1	9	-21	-1	0	-4	-6	-4	-6
CCCCCCOc1ccc(/C=c2\s/c(=C(/C#N)C(=O)NCc3ccco3)n(-c3ccccc3)c2=O)cc1	-149	-2	-22	-6	-12	-5	-3	9
CC(C)(C)c1cc(C(=O)NNC(=O)c2ccc(Cl)cc2)no1	7	-5	1	10	2	-13	-14	-16
CCOC(=O)c1c(CN2CCN(CCO)CC2)n(-c2ccccc2)c2cc(Br)c(O)cc12	9	-6	0	-3	2	-9	4	2
O=C(CCS(=O)(=O)c1ccc(Br)cc1)NC1CCCC1	1	1	3	29	-8	-8	-3	10
CN(c1ccccn1)c1ncnc2[nH]ncc12	8	-10	1	-4	-26	0	6	-1
COc1ccc(NC(=O)CN2CCN(CC(=O)Nc3ccc(F)cc3)CC2)c(OC)c1	13	-5	1	0	1	9	1	2
O=C(NCCc1ccccc1)c1ccc(-n2cnnn2)cc1	11	-29	1	-5	0	-6	-2	-7
Cc1ccc2[nH]cc(CCNC(=O)Nc3ccccc3)c2c1	19	2	0	-6	-9	6	10	-2
CCCCOC(=O)Nc1cc(C)c(Cl)cc1OC	23	0	5	-2	7	0	5	-3
CC1(C)Cc2c(sc(NC(=O)C(=O)NCCCN3CCOCC3)c2C#N)CO1	5	3	2	12	3	4	-11	-4
COc1ccccc1NC(=O)C(=O)NCc1ccccc1Cl	22	-16	0	-4	0	-16	-11	-7
CCOC(=O)c1c(C)[nH]c(C)c1S(=O)(=O)N(C)CC(=O)Nc1ccccc1	5	2	1	-1	1	-3	1	0
